# mABHD4 FP: inhibits mouse alpha/beta hydrolase domain 4; purified mABHD4, FP-Rh probe fluorescence polarization; inhibition, % at 8.92 µM; actives 0.54% (n = 370,000); AID 720543;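 active = inhibition exceeding the mean over every tested compound plus 3 SD, cut at about 30% in these data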;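 note: 0% = plate median of compound wells and 100% = S159A mutant with DMSO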
#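 Doses – 8.92 µM, single dose · Material – wild-type mouse ABHD4 protein · Replication – single well per compound (singlicate) · Measure – percent inhibition of probe binding, normalized to plate controls · Schedule – 45 min compound pre-incubation plus 60 min probe step, 25 °C · Detection – fluorescence polarization with parallel and perpendicular emission, 525/598 nm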
# GC-B act: GC-B (human) receptor activation; P20594; AID 1920062; actives 0.11% (n = 370,000); HEK293-GC-B cells, CNP EC30, cGMP TR-FRET; 0% at EC30 CNP, 100% saturating CNP; activation, % at 10 µM;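 active = activation at 10 µM reaching about 35% in either raw or pattern-adjusted values, limit read from the data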
# MBD2 inh: blocks human MBD2 binding to methylated DNA | TR-FRET, MBD2 binding to methylated oligonucleotide | actives 0.31% (n = 370,000) | inhibition, % at 4.4 µM | Q9UBB5; in the data active = inhibition above about 13%
# LEDGF integ inh: blocks HIV-1 LEDGF/p75-dependent DNA integration; TR-FRET IN-LEDGF/p75 DNA integration, Eu/Cy5; inhibition, % at 3.7 µM; actives 0.64% (n = 370,000);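 active = inhibition above the screen-wide mean plus 3 SD, cut at about 13% in these data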;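 note: signal is the Cy5 over europium emission ratio at 671 and 618 nm; 0% = plate median of compound wells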
# SIAE primary: human SIAE inhibition, primary screen | Q9HAT2 | actives 0.69% (n = 370,000) | SIAE FP-Rh probe binding, fluorescence polarization | AID 1053197 | inhibition, % at 9.66 µM;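 active = inhibition above a cutoff: mean of compounds within the control limits plus 3 SD of those, cut at about 17% in these data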;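 note: 0% = plate median of compound wells and 100% = probe without SIAE protein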
# PRMT1 inh: inhibitors of human PRMT1 | inhibition, % at 2.79 µM | actives 1.3% (n = 370,000) | recombinant PRMT1, activity-based probe fluorescence polarization | AID 652257;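 active = inhibition above about 21% made by adding two undisclosed values, limit read from the data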
# Target sequence (Q99873 whole entry, looked up): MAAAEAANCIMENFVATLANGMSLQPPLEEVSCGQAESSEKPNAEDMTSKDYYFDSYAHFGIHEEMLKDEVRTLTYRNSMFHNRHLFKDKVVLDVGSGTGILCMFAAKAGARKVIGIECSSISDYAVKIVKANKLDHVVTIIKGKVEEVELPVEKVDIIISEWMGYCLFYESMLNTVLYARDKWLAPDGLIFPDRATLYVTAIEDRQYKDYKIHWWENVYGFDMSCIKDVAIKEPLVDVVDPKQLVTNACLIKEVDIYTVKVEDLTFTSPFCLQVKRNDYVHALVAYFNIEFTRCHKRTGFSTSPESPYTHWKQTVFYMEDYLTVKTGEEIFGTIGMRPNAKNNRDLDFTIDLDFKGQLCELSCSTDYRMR
# rCAG binder: molecules binding r(CAG) RNA repeats. r(CAG) RNA repeat, TO-PRO-1 dye displacement fluorescence. inhibition, % at 3 µM. actives 1.3% (n = 370,000);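 active = inhibition above the plate cutoff, the mean of all test compounds on that plate plus 3 SD, cut at about 35% in these data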;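 note: 0% = DMSO alone and 100% = 100 µM mitoxantrone as full dye displacement; higher means more dye released from RNA so lower well fluorescence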
# TCR-CD3 inh: human TCR-CD3 binding inhibition; TAMRA-labeled TCR probe fluorescence, biochemical; inhibition, % at 9.4 µM; actives 0.37% (n = 360,000); AID 651800; in the data active = inhibition above about 19%;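 note: recombinant mutant TCR 2C K166C tagged with TAMRA read by polarization; 0% = receptor in buffer alone and 100% = receptor with positive control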
# HTRA1 inhibitor: HTRA1 (human) protease inhibition; recombinant HTRA1, FP-rhodamine activity-based probe, fluorescence polarization; inhibition, % at 5.96 µM; actives 0.5% (n = 340,000); in the data active = inhibition above about 36%;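 note: 0% = enzyme with DMSO and 100% = wells lacking enzyme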
# Target sequence (Q92743 whole entry, looked up): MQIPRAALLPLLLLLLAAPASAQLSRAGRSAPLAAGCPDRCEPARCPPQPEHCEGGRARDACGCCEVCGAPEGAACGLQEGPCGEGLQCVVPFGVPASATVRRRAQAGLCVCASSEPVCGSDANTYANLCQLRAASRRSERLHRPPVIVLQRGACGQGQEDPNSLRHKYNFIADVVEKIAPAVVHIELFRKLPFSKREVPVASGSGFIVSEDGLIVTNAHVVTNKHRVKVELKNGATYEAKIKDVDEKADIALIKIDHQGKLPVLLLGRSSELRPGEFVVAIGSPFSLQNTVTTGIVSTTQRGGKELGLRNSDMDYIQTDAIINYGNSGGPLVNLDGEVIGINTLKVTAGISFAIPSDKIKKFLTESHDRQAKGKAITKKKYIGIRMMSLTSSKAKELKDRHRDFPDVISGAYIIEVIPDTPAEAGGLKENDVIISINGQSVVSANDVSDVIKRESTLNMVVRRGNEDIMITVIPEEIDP
# TDP2 absorb: blocks human TDP2 phosphodiesterase activity; inhibition, % at 12.8 µM; recombinant TDP2, T5PNP hydrolysis, p-nitrophenol absorbance 415 nm; O95551; actives 0.34% (n = 370,000);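 active = inhibition above the mean of all tested compounds plus 3 SD, set per campaign, cut at about 25% in these data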;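 note: 0% = DMSO with enzyme and 100% = buffer with substrate but no TDP2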
#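 Test system: human TDP2 enzyme; Input: 120 nM TDP2 per well; Buffer or medium: Mg2+-containing Tris-HCl buffer, pH 7.5; Reagent: 5 mM T5PNP; Dosing: 12.8 µM single point, 1% DMSO; Incubation: reaction 2 h, 37 °C; Detection: p-Nitrophenol epi absorbance; Read-out: % inhibition relative to enzyme-containing and enzyme-free wells; Replicates: single well per compound.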
# An asterisk follows results filed as active; . = no result given.
SMILES,mABHD4 FP,GC-B act,MBD2 inh,LEDGF integ inh,SIAE primary,PRMT1 inh,rCAG binder,TCR-CD3 inh,HTRA1 inhibitor,TDP2 absorb
O=C(CSc1nnc(-c2ccccc2O)n1-c1ccccc1)Nc1cccc(C(=O)O)c1,-7.5,0.8,2.7,0.9,-3.4,-0.2,14.7,11.0,5.5,-7.3
O=C(CC1C(=O)NCCN1Cc1ccc(Cl)c(F)c1)NCCc1cccnc1 (centres undefined),-2.1,4.1,1.8,-2.9,-2.5,8.3,2.6,-4.7,5.7,-10.0
CCC(=O)Nc1ccc(C(=O)Nc2ccc3c(c2)OCO3)cc1,1.9,4.7,-4.1,0.0,4.0,-0.8,-1.0,7.5,-2.4,0.6
COc1ccccc1NC(=O)CCn1cccc1,2.7,-3.2,4.5,-0.2,-3.2,1.3,4.5,8.0,-0.7,-6.8
CCOc1ccc(OCc2ccc(C(=O)Nc3ccc(Cl)cn3)o2)cc1,-16.1,0.9,1.1,-3.6,-5.4,1.3,-2.6,-2.1,-41.1,-2.2
Cc1ccc(NC2CCCN(C(=O)c3c(C)noc3C)C2)cc1C (centres undefined),1.1,-0.4,2.3,1.9,8.7,1.6,-6.6,4.0,2.0,11.1
COc1cc(OC)c(OC)cc1CNC(=O)c1ccc(S(=O)(=O)N2CCCCC2)cc1,0.5,8.5,2.8,0.4,5.3,2.5,0.0,1.2,14.2,3.0
Cc1c(Cl)cccc1Nc1nc(N)nc(CSC(=S)N2CCOCC2)n1,-2.4,-3.0,3.4,-2.6,-0.3,-0.1,2.0,-0.8,-8.4,3.5
O=C(NCc1ccccc1)NC1(C(=O)N2CCOCC2)CCCCC1,-1.1,-1.0,7.4,1.1,4.1,-2.0,-1.4,-8.1,4.5,-5.7
CCOC(=O)CCCC(=O)N1CCOCCOCCN(C(=O)CCCC(=O)OCC)CCOCCOCC1,0.0,-4.0,-1.2,5.7,0.9,-0.4,-11.9,8.7,6.8,6.7
CCCc1cc(C(=O)NCCc2ccccc2)no1,-2.9,2.5,1.4,-4.3,-7.9,2.1,-0.9,1.8,-3.6,0.4
CCc1cccc(C)c1NC(=O)CSc1ncn[nH]1,-4.5,5.0,-0.7,-0.8,0.4,-2.2,-0.3,-0.7,3.2,-1.3
Cc1ccc(-n2ncc3c2CCCC3NC(=O)c2ccoc2)cc1C (centres undefined),-5.8,1.0,2.7,2.0,-6.1,-2.8,-0.9,4.1,-4.2,-12.4
FC(F)(F)c1nnc(-c2ccccc2)nc1Oc1ccccc1,-1.2,4.2,0.6,-2.9,-2.7,3.1,2.9,-2.2,3.4,-13.2
Cc1ccc(C)c(NC(=O)Cn2cnc3c(oc4ccccc43)c2=O)c1,2.1,-4.7,-1.6,6.2,7.6,-7.2,-1.3,6.5,4.3,3.6
O=S(=O)(N1CCOCC1)N1CCOCC1,0.4,0.9,3.7,0.6,-6.7,-2.0,-1.8,0.4,4.7,-3.1
COc1ccc(-c2c(NC(=O)c3ccco3)oc3ccccc3c2=O)cc1,1.8,7.6,-2.5,-0.6,-3.5,4.0,1.2,4.7,4.3,4.3
CSCCC(NC(=O)c1ccccc1Cl)C(=O)Nc1cccc(S(=O)(=O)N2CCCC2)c1 (centres undefined),16.8,1.0,1.8,4.2,0.9,-0.7,2.0,-3.7,-11.7,-9.2
O=C(COC(=O)CNC(=O)c1ccccc1F)NCC(F)(F)F,-0.1,.,-4.1,6.2,4.9,-2.4,0.0,5.5,2.7,-1.4
CCn1nc(C)c(Br)c1Nc1ccc(Br)cc1,1.3,-0.9,1.5,1.5,-5.4,1.2,0.0,0.4,-3.3,2.4
COc1ccccc1N1CCN(C/C(C)=C/c2ccccc2)CC1,2.8,0.1,-4.4,1.8,7.4,-1.8,-8.0,-3.0,-2.1,1.3
CCOC(=O)/C(C#N)=C/c1c(N2CCN(c3cccc(Cl)c3)CC2)nc2c(C)cccn2c1=O,2.7,0.4,-4.1,4.2,-0.1,-2.3,0.5,8.1,-1.2,2.5
CC(=O)NC1CC2CCCC(C1)N2S(=O)(=O)c1cccc(F)c1 (centres undefined),-17.0,2.5,9.3,3.0,-6.5,3.0,-1.4,-8.9,-3.3,-3.7
CN(Cc1ccccc1)C(=O)c1[nH]cnc1C(=O)NCc1ccccc1,7.4,3.7,1.8,1.4,-0.6,2.2,-2.4,4.1,1.0,-10.5
Cc1nc(N)sc1C(=O)OCC(C)C,3.6,-5.5,-1.4,-1.9,2.0,2.8,-1.0,0.9,2.9,2.0
COCCN(C(=O)CSc1n[nH]c(-c2ccc(OC)cc2)n1)c1c(N)n(Cc2ccccc2)c(=O)[nH]c1=O,0.5,4.5,5.4,-1.2,1.6,-5.1,0.0,8.6,0.6,-8.4
CCc1ccc(C(=O)COC(=O)CNC(=O)CNC(=O)Cc2ccccc2)cc1,6.5,0.5,-0.7,3.0,4.4,0.6,-2.0,9.1,-5.5,0.2
O=C(NOCc1ccccc1)c1ccc(Cl)cc1,-2.2,2.3,1.0,-0.2,5.4,3.2,-0.1,-2.7,3.1,-7.8
O=C(NC1CCCC1)C(c1ccccc1)N(C(=O)c1ccno1)c1ccccc1 (centres undefined),-2.7,-4.5,6.6,3.8,7.9,-1.7,-7.0,-2.6,2.6,1.9
CC(C)c1nc(N2CCN(C(=O)c3ccco3)CC2)c2c3c(sc2n1)CCCC3,-0.1,-6.1,-3.6,5.0,-2.0,4.9,3.6,2.8,-32.7,2.5
ClC1(Cl)CC1CSc1nc2ccccc2[nH]1 (centres undefined),3.9,-3.1,2.5,-1.3,5.5,-0.6,-1.1,2.9,-2.4,10.7
Cc1ccc(Cl)cc1NC(=O)c1cnn2c1NC(c1ccco1)CC2C(F)(F)F (centres undefined),-18.6,-4.7,-3.2,-3.8,-42.3,-2.3,-1.4,-2.5,-45.7,-16.4
Cc1ccccc1NC(=S)NC(NC(=O)c1ccccc1C)C(Cl)(Cl)Cl (centres undefined),-1.0,2.7,5.0,-6.0,-6.5,2.4,4.6,8.5,-17.7,-9.3
COc1ccc([N+](=O)[O-])cc1NC(=O)C1(c2ccc(OC)c(OC)c2)CCOCC1,2.9,3.0,1.0,-0.8,2.9,-2.4,-3.5,11.9,.,9.0
CCN(CC)S(=O)(=O)c1ccc(N2CCOCC2)c(NS(=O)(=O)c2ccc(C)cc2)c1,1.8,2.8,3.0,2.7,0.8,-0.3,4.1,2.2,0.0,9.9
CC(Sc1nnc(C2CCCCC2)n1N)C(=O)NCc1ccc2c(c1)OCO2 (centres undefined),-1.4,-5.9,2.3,-0.2,4.8,2.3,-0.5,-0.8,2.3,0.0
CCN(CC)S(=O)(=O)c1cccc(NC(=O)COC(=O)C2=COCCO2)c1,-0.7,0.8,4.9,-6.2,-2.6,1.9,7.2,-1.8,-2.3,-3.5
O=S1(=O)N[C@@H](Cc2ccccc2)COc2ccc(Cl)cc21,-7.7,1.3,-5.2,1.1,-0.5,-3.0,1.4,5.4,-7.3,-3.7
O=C(Nc1ccccc1Cl)c1ccccc1CC(O)(c1ccccc1)c1ccccc1,-27.3,2.5,4.1,2.6,-17.6,-3.4,8.9,1.9,-40.3,-4.4
CCCCCCCC(O)CC(CC1CCCCC1)C(=O)NN (centres undefined),6.0,3.0,-6.6,1.6,0.6,0.0,-3.8,-2.4,-11.7,4.3

# Two records picked at random from those above:
SMILES,mABHD4 FP,GC-B act,MBD2 inh,LEDGF integ inh,SIAE primary,PRMT1 inh,rCAG binder,TCR-CD3 inh,HTRA1 inhibitor,TDP2 absorb
O=C(COC(=O)CNC(=O)c1ccccc1F)NCC(F)(F)F,-0.1,.,-4.1,6.2,4.9,-2.4,0.0,5.5,2.7,-1.4
O=C(CSc1nnc(-c2ccccc2O)n1-c1ccccc1)Nc1cccc(C(=O)O)c1,-7.5,0.8,2.7,0.9,-3.4,-0.2,14.7,11.0,5.5,-7.3

# Other structures follow.
SMILES,mABHD4 FP,GC-B act,MBD2 inh,LEDGF integ inh,SIAE primary,PRMT1 inh,rCAG binder,TCR-CD3 inh,HTRA1 inhibitor,TDP2 absorb
Cc1ccc(CN2CC(N3CCN(C)CC3)CS2(=O)=O)cc1 (centres undefined),-0.1,3.2,3.0,-0.8,0.7,-1.3,-0.5,0.6,.,2.4
Cc1ccc(NC(=O)NNC(=O)c2snnc2C)cc1,5.8,1.0,1.8,-5.7,4.1,8.7,0.4,-3.4,-9.1,-1.0
COc1ccc(OC)c2[nH]c(=O)c(CCNC(=O)c3ccc(S(=O)(=O)N(C)C)cc3)cc12,0.9,1.8,0.9,1.3,4.2,0.0,2.4,6.1,1.4,0.9
Cc1sc2ncn(CC(=O)N3CCN(c4ccc(F)cc4)CC3)c(=O)c2c1S(=O)(=O)N1CCOCC1,-1.6,-4.8,4.5,-3.9,0.5,1.6,5.9,0.3,6.2,-4.3
O=C(CSc1nnc(-c2ccncc2)o1)N1CCCCCC1,-3.6,0.4,-3.2,-0.4,-6.1,3.0,-5.1,2.2,-0.8,-1.0
Cc1sc(NC(=O)C2=COCCO2)nc1-c1ccc(Br)cc1,-1.0,-4.4,-5.9,1.3,1.8,-1.5,4.9,-1.7,-21.6,-3.6
COc1ccc(C(=O)N(c2ccc(C)cc2)C2C=CS(=O)(=O)C2)cc1OC (centres undefined),-6.2,-6.9,-7.1,4.7,19.9*,-4.2,-3.7,4.1,4.2,-9.3
CS(=O)(=O)N1CCCC(C(=O)N2CCN(c3cccc(Cl)c3)CC2)C1 (centres undefined),2.1,1.4,-3.0,-2.5,2.4,0.9,-7.8,-2.2,4.4,-2.8
N#Cc1ccccc1NC(=O)c1ccc2c(c1)OCCO2,-0.1,-2.1,-6.2,-0.1,-0.4,-4.5,1.2,-1.2,9.8,-6.2
COc1ccc(C2CC(c3c(Cl)cccc3Cl)n3nc(N)nc3N2)cc1 (centres undefined),6.2,1.2,2.4,0.0,7.7,-0.1,-0.5,1.7,-0.5,4.6
Cc1cc(-c2ccc(Br)cc2)n2nc(C)cc2n1,-2.5,-10.6,0.7,-0.6,1.6,-3.5,-1.2,3.0,-7.4,1.7
COc1ccc(C)cc1NC(=O)c1cnc2scc(C)n2c1=O,-3.7,1.7,-3.2,-1.8,-8.6,4.9,-1.3,2.2,4.6,-0.6
CCCCNC(=O)c1ccccc1NC(=O)CN(c1ccccc1)S(=O)(=O)N(C)C,-8.0,0.4,0.2,-4.1,-11.1,-1.8,0.0,6.1,-8.7,-1.3
O=C(CCCN1C(=O)C(c2ccccc2)Oc2cccnc21)Nc1cccc(F)c1 (centres undefined),-1.6,1.6,-0.6,-1.0,-0.3,4.1,-1.2,0.9,-20.5,-8.1
CC(C)NS(=O)(=O)c1ccc(NC(=O)C(C)OC(=O)CCC2CCCC2)cc1 (centres undefined),-9.0,2.3,-5.0,1.7,-5.7,-2.5,-2.1,-0.4,-7.7,-8.5
COc1ccc(-c2nc(CS(=O)(=O)CC(=O)NCCc3ccc(C)cc3)c(C)o2)cc1,2.4,1.3,-2.7,1.5,-4.0,2.5,2.0,0.0,3.9,10.1

# Screening data: PubChem, several laboratories

# This is a subset, so the mix of outcomes need not match the whole.
